# Screening results from PubChem BioAssay.
# PPC-1+TRAIL kill = compounds killing PPC-1 cancer cells with TRAIL present, primary screen, TRAIL potentiator project, ATPLite luminescence, uHTS; 220,000 compounds, 0.41% hits; AID 1443, 2008; PPC-1 cells + TRAIL, ATPLite viability luminescence; cell killing (% activity), % at 4 µM;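 active = cell killing above 50% in the first pass at 4 µM, then a duplicate retest at 5 µM averaging 50% or more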;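 note: plate controls were cells with TRAIL plus DMSO for no effect and medium-only wells lacking cells for full effect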
# RBBP9 inhibitor = human RBBP9 inhibitors, primary screen, biochemical, fluorescence polarization, FP-Rh probe, HTS | Serine hydrolase RBBP9 (Homo sapiens), O75884 | recombinant RBBP9 | inhibition, % at 7.94 µM | 220,000 compounds, 0.2% hits;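 active = inhibition above the campaign mean of all tested compounds plus 3 SD, cut at about 14% in these data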;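 note: plate controls were DMSO wells with RBBP9 for no effect and wells lacking RBBP9 protein for full effect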
#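 Assay system: recombinant human RBBP9; Reagent: Serine-hydrolase probe FP-Rh, 375 nM pre-mixing; Doses: 7.94 µM single dose, 0.794% DMSO; Incubation: 30 min then 45 min, 25 °C; Detection: fluorescence polarization (mP), excitation 525 nm, emission 598 nm; Evaluation: percent inhibition from mP, scaled between DMSO and no-protein wells.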
# PGE2 EP2 inh = human EP2 receptor antagonists, primary screen, TR-FRET cAMP, C6 glioma cells; Prostaglandin E2 receptor EP2 subtype (Homo sapiens), P43116; C6 glioma cells expressing human EP2; cells stimulated with saturating PGE2; inhibition, % at 25 µM; 260,000 compounds, 0.52% hits; AID 1422, 2008;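 active = percent inhibition above 40 after rounding to a whole number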;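 note: rat C6 glioma host cells with rolipram phosphodiesterase inhibitor present; the protocol text gives 20 µM as final concentration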
# Target sequence (P43116 whole entry, looked up): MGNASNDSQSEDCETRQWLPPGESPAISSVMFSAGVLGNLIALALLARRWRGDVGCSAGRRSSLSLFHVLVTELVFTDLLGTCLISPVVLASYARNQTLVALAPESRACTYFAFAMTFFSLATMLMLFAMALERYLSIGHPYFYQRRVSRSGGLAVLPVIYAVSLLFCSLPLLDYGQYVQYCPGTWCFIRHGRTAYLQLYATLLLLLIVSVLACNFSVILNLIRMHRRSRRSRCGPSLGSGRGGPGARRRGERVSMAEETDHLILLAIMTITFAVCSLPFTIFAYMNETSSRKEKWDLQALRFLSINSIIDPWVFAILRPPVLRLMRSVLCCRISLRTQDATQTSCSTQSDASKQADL
# NCF1 inh = p47phox/p22phox peptide binding inhibitors, primary screen, biochemical, uHTS, NADPH oxidase regulatory subunit | fluorescence polarization, 2 h | 220,000 compounds, 0.53% hits | inhibition, % at 24.7 µM | AID 1274, 2008;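 active = inhibition above about 30%, limit read from the data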;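 note: 0% = p47phox with labelled peptide and 100% = labelled peptide alone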
# p97 ATPase inh = inhibitors of human p97 ATPase, primary screen, biochemical | 220,000 compounds, 0.42% hits | Transitional endoplasmic reticulum ATPase (Homo sapiens), P55072 | inhibition, % at 8 µM | recombinant p97 ATPase, Kinase-Glo ATP luminescence, 3 h; in the data active = inhibition above about 15%;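 note: 0% = DMSO vehicle and 100% = wells lacking enzyme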
# BaF3 tox = parental Ba/F3 cell viability inhibition, counter-screen for JAK2V617F inhibitor project, murine pro-B, CellTiter-Glo luminescence. CellTiter-Glo ATP luminescence. inhibition, % at 5.6 µM. 220,000 compounds, 1.1% hits. AID 1486, 2009;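 active = inhibition above a per-campaign cutoff, the mean inhibition of all tested compounds plus 3 SD, cut at about 27% in these data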;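 note: 0% = DMSO wells and 100% = JAK Inhibitor I control wells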
# Furin inhibitor = human furin inhibitors, primary screen, biochemical, fluorescence intensity. P09958. purified furin, fluorogenic substrate cleavage. 220,000 compounds, 0.061% hits. AID 463115, 2010. inhibition, % at 30 µM; in the data active = inhibition above about 25%; note: inactives centre near -15
# Target sequence (P09958 108-714 limits assumed): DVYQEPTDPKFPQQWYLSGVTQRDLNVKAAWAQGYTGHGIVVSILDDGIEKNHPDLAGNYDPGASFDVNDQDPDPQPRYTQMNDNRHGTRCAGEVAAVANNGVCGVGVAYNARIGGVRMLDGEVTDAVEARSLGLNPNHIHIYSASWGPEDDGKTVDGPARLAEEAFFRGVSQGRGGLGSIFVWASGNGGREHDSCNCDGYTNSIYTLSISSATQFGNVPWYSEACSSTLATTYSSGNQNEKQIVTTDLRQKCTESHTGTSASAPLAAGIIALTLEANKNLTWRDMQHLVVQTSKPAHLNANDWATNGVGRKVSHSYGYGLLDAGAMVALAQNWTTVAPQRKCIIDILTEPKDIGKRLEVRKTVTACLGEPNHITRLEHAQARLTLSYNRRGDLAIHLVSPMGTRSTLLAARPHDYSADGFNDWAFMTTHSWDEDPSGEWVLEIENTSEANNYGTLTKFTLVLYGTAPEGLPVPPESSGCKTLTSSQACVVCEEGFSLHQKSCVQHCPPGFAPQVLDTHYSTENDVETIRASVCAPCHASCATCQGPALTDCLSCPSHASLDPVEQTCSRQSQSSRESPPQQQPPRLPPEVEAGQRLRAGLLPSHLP
# Ba/F3 V617F tox = reduced viability of JAK2V617F-dependent Ba/F3 cells, primary screen, JAK2V617F inhibitor project, cell-based, Ba/F3 EpoR-JAK2V617F, luminescence; ATP luminescence; inhibition, % at 5.6 µM; 220,000 compounds, 1.1% hits;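 active = inhibition above the campaign mean plus 3 SD over all tested compounds, cut at about 24% in these data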;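 note: cytokine-independent growth of Ba/F3 cells driven by EpoR plus mutant JAK2; 0% = DMSO-treated cells and 100% = JAK inhibitor I control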
# Tb hexokinase = Trypanosoma brucei hexokinase 1 inhibitors, primary screen, biochemical, G6PDH-coupled NADH absorbance, MLSCN library; inhibition, % at 10 µM; AID 1430, 2008; hexokinase 1 [Trypanosoma brucei]; 220,000 compounds, 0.11% hits; recombinant TbHK1, G6PDH-coupled NADH A340;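 active = inhibition of 50% or more in the single-dose primary screen; inactive = inhibition below 50%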
# * = called active by the depositor; . = not tested or not shown; [ ] = remark or other dose. Some of the compounds tested; count on the stated rates, not on these rows.
SMILES,PPC-1+TRAIL kill,RBBP9 inhibitor,PGE2 EP2 inh,NCF1 inh,p97 ATPase inh,BaF3 tox,Furin inhibitor,Ba/F3 V617F tox,Tb hexokinase
COc1ccc(CCNC(=O)C2CCCN(C(=O)N(C)C)C2)c(OC)c1 (stereo unspecified),0.3,4.7,16.6,-8.4,6.5,7.3,-11.7,-0.8,-2.2
O=C(NCCO)c1ccc(CSc2nc3ccccc3[nH]2)cc1,6.7,-8.4,4.3,-17.1,-0.5,4.5,-20.1,2.2,-7.2
Nc1c(-c2ccc(Cl)cc2)cnn1-c1cc(C(F)(F)F)cc(C(F)(F)F)c1,6.5,6.4,6.8,-10.3,2.4,0.3,-17.1,-1.9,-12.7
COc1ccc(OC)c(NC(=O)COc2ccc(S(=O)(=O)NC(C)C)cc2)c1,-18.2,1.2,14.4,10.0,1.3,0.0,-15.3[20 µM],-4.2,-3.5
CN(C(=O)Cn1cc(C#N)c2ccccc21)c1ccccc1,-6.1,-10.1,5.5,-4.8,-5.8,5.9,-0.5,4.5,7.7
CS(=O)(=O)N1CCN(C(=O)c2cc(-c3cccs3)nc3ccccc23)CC1,5.7,-5.8,14.6,-2.8,-8.2,-0.7,-39.8[20 µM],1.6,-20.2
COc1cc(OC)cc(C(C(=O)NC2CCCCC2)N(C(=O)c2ccno2)c2ccccc2)c1 (stereo unspecified),22.4,-6.8,.,-7.7,3.4,0.0,-15.6[20 µM],-3.1,-1.8
CCSc1nnc(NC(=O)NC(CC)(C(F)(F)F)C(F)(F)F)s1,22.1,-8.4,15.8,-10.2,-0.9,1.8,-13.4,-1.8,5.6
CCOc1ccc(C2=NNC(c3cccs3)=Nc3ccc(OC)cc32)cc1OCC,5.6,-8.9,7.1,-7.7,-4.1,2.4,-4.3[20 µM],0.7,-20.7
O=C(O)CNC(=O)CCn1nnc2ccccc2c1=O,3.3,-7.8,9.0,-9.1,-1.1,-1.1,-15.4,-0.4,-13.5
COC(=O)COc1cccc(/C=N/NC(=O)CCSc2ccccc2)c1,24.4,-11.5,13.4,7.0,-2.6,4.0,-23.7,-0.4,0.1
COC(=O)C1=C(O)/C(=C\c2sccc2C)N=C1C,22.1,-10.1,8.7,-24.7,-3.2,4.7,-2.3,-0.4,0.7
CC(CNC(=O)c1ccc(Br)o1)NC(=O)c1ccc(Br)o1 (stereo unspecified),12.3,6.6,15.7,-9.2,-0.2,3.1,-11.1,-3.4,-2.6
O=C(NNc1nc2c(F)cccc2s1)c1cc(=O)c2ccccc2o1,12.1,4.1,4.2,-10.6,0.2,1.9,-22.9,-0.5,-6.3
Cc1nc(-c2ccc(S(=O)(=O)N3CCN(CCc4ccccc4)CC3)s2)cs1,-9.1,0.7,3.5,-0.7,6.9,-0.1,-19.1,-1.4,31.2
O=C(NCc1ccccc1Cl)c1cnccn1,-4.9,-4.8,12.9,-7.6,1.5,6.0,-19.1[20 µM],-0.6,-5.4
Cc1ccc(-c2nc(N/N=C/c3ccccc3[N+](=O)[O-])c3ccccc3n2)cc1,30.8,-10.5,-2.1,10.9,2.1,4.6,-24.1[20 µM],-0.7,15.0
Cc1ccnc2nc(C(=O)OCC(=O)Nc3ccccc3C(C)(C)C)nn12,23.7,1.1,6.6,-9.8,5.0,6.8,-29.3,-3.0,2.8
CN1C(=O)/C(=C\c2ccccc2)Sc2ccc(C(=O)N3CCN(c4ccccn4)CC3)cc21,7.0,-8.4,8.0,-19.3,-2.2,2.3,-12.8[20 µM],2.1,-18.1
CCOC(=O)Cc1cc(=O)c2c(=O)n(-c3ccccc3)[nH]c2[nH]1,3.5,-5.0,3.2,-5.1,5.1,3.5,-23.2,-2.0,-14.9
Cn1c(-c2ccccc2)cccc1=O,8.7,0.8,3.8,-5.4,1.6,7.2,-12.7,-5.0,0.5
Cc1ccc(N=Nc2ccc(O)c(/C=N\NC(=O)c3ccc(N)cc3)c2)cc1C,-9.1,-4.6,3.4,-6.3,0.5,4.7,9.0[20 µM],-0.8,-81.2
COc1ccc(CNC(=S)Nc2ccc(F)c(Cl)c2)cc1OC,-8.3,-6.7,6.0,-14.4,3.6,6.7,-26.7,0.3,1.9
Cc1ccc2nc(-c3ccccn3)c(Nc3ccccc3C)n2c1,-14.5,-1.3,9.7,-8.1,-5.9,1.4,2.8,2.3,8.1
O=C(c1ccccc1Oc1nnnn1-c1ccccc1)N1CCOCC1,6.2,-2.5,7.2,-31.5,4.9,-1.3,-18.8[20 µM],-2.7,-2.1

# Other records
SMILES,PPC-1+TRAIL kill,RBBP9 inhibitor,PGE2 EP2 inh,NCF1 inh,p97 ATPase inh,BaF3 tox,Furin inhibitor,Ba/F3 V617F tox,Tb hexokinase
COc1ccc(C(=O)Nc2cccc(/C=C(\CCC(=O)O)c3nc4ccccc4s3)c2)cc1,21.1,-10.1,2.0,-34.6,5.9,-5.7,-9.5,2.2,-31.1
O=C1NC(=S)S/C1=C\c1coc2ccc(O)cc2c1=O,4.5,-6.0,10.5,-59.9,11.2,-4.3,-2.6,6.0,8.8
CC(Sc1nc2ccccc2s1)C(=O)N1CCOCC1 (stereo unspecified),8.6,3.8,15.5,-2.3,3.5,0.0,-22.6,-1.5,4.7
N=c1c2c3c(sc2ncn1Cc1ccccc1)CCCC3,18.5,1.3,5.1,2.4,1.2,2.7,-8.3,-1.9,9.4
O=C(NCc1ccccn1)C(=O)C1C(=O)Nc2ccccc21 (stereo unspecified),5.5,5.1,6.0,38.6*,8.5,-2.8,-16.1,-2.8,-13.0
CC1CN(CCOc2ccc([N+](=O)[O-])cc2)CC(C)O1 (stereo unspecified),20.7,4.1,8.8,-3.0,8.3,7.5,-3.0,-0.4,-13.5
CN(C)S(=O)(=O)c1cccc(NC(=O)Cn2cnc3ccccc3c2=O)c1,1.5,2.3,6.4,-5.6,2.9,3.7,-20.7[20 µM],-2.0,-7.6
CCC(C)Sc1nc2c(c(=O)n1C)SC(C)C2 (stereo unspecified),5.9,-6.0,9.0,-15.6,-0.6,4.8,-19.0,1.9,-14.9
CCOC(=O)c1c(C)nc2c(c1-c1ccc(Cl)cc1)C(=O)CC(C)(C)C2,1.9,-5.6,3.1,-8.4,1.3,3.7,-7.4,1.1,0.4
COc1cc(C2CC(=O)c3c(ccc4ccccc34)N2)ccc1O (stereo unspecified),-4.8,0.8,8.2,6.9,-3.3,11.1,-11.7,2.5,-3.9
O=C(CNC(=O)c1ccccc1)OCc1cc(=O)n2cc(Br)ccc2n1,17.3,-5.7,14.1,-2.9,7.3,2.5,-15.2,-5.2,-11.9
CCn1cc(C(=O)NCC(C)C)c(=O)c2cc(F)c(N3CCN(C)CC3)cc21,-0.6,-8.3,7.0,-4.1,-2.0,-1.0,-27.7,-1.9,-19.9
O=C(CCN1CCCCC1)Nc1ccccc1,10.3,-4.8,8.2,-10.2,-1.6,0.7,-21.6,-3.3,1.3
COc1ccccc1N1CCN(C(=O)c2cc3sccc3n2C)CC1,21.7,-2.3,9.2,-6.5,-6.7,0.8,-14.8[20 µM],-0.3,-7.8
O=C(Nc1ccc(S(=O)(=O)N2CCc3ccccc3C2)cc1)C1CCCO1 (stereo unspecified),22.6,3.0,4.6,-7.7,3.9,2.7,-2.5[20 µM],-3.6,3.1
CCCN(CCC)CCNC(=O)c1cc2c(C)nc3ccccc3c2o1,11.8,-1.3,8.4,-32.9,-5.6,5.9,-21.9,-0.6,-4.7
CCN(CCO)Cc1cc(=O)oc2c(C)c(C)ccc12,6.6,-7.9,10.2,-2.6,3.3,3.3,-21.8,-0.7,-11.3
COc1ccc(-n2c(=O)c3ccccc3n(CC(=O)Nc3cc(C)on3)c2=O)cc1OC,26.5,-7.6,14.3,8.7,1.9,3.2,-21.2,-0.4,-6.2
CC(C)OC(=O)c1c(NC(=O)Cn2cnc([N+](=O)[O-])n2)sc2c1CCCC2,20.4,-6.1,5.2,-2.0,-3.0,5.4,-15.3[20 µM],2.0,-2.9
O=C(Cn1cc(SCc2cccc(Cl)c2)c2ccccc21)N1CCOCC1,37.1,-10.7,5.1,-19.5,0.0,4.3,-9.8,-1.2,-11.9
CCOC(=O)/C(=N\Nc1cc(Cl)ccc1Cl)N1CCN(CC)CC1,18.4,-0.2,4.8,-8.1,-1.5,-3.1,3.5,-0.7,-18.4
O=C(CNC(=S)N(Cc1ccccc1)Cc1ccccc1F)NCc1ccccc1,16.1,-4.0,4.9,-6.2,-3.4,9.7,-10.2,3.5,7.3
Nc1nc(SCC(=O)c2cc(F)ccc2F)n[nH]1,1.4,0.0,3.5,-5.5,5.9,2.1,-20.4,-1.9,-5.0
O=C(O)c1cc(S(=O)(=O)NCc2ccco2)c(Cl)cc1Cl,21.4,-0.3,12.6,1.3,8.3,1.1,-23.8,-4.6,8.9
Cc1cccc2nc(CSCc3ccco3)cn12,24.0,-0.4,9.7,-16.1,-1.5,-0.9,-10.4,-4.7,9.0

# Ordered by the number under NCF1 inh (descending): some entries from above.
smiles	NCF1 inh
O=C(O)c1cc(S(=O)(=O)NCc2ccco2)c(Cl)cc1Cl	1.3
CC(C)OC(=O)c1c(NC(=O)Cn2cnc([N+](=O)[O-])n2)sc2c1CCCC2	-2.0
O=C(CNC(=O)c1ccccc1)OCc1cc(=O)n2cc(Br)ccc2n1	-2.9

# More entries
SMILES,PPC-1+TRAIL kill,RBBP9 inhibitor,PGE2 EP2 inh,NCF1 inh,p97 ATPase inh,BaF3 tox,Furin inhibitor,Ba/F3 V617F tox,Tb hexokinase
O=C(NC1CCCC1)c1cccc(S(=O)(=O)N2CCCCC2)c1,0.3,0.2,6.6,-1.2,-4.1,3.8,-16.2[20 µM],2.7,5.2
C=CCOC(=O)C1=C(C)N=C2SCCC(=O)N2C1/C=C/c1ccccc1 (stereo unspecified),-1.9,-5.8,5.2,-7.4,-0.2,1.7,-10.4,-0.5,-8.3
CCOC(=O)C(/C=C(\C#N)C(=O)OCC)=C(/N)N1CCN(c2ccc(OC)cc2)CC1,10.7,-0.1,11.9,-5.5,2.1,5.3,-8.5[20 µM],-3.1,-81.1
CNc1nc2c(C)cccn2c(=O)c1C=Nc1ccc(OC)cc1,11.9,1.5,6.0,-6.3,6.3,2.4,-20.6,-2.7,-10.2
Cn1nc(-c2ccc(C(=O)N3CCN(CCO)CC3)cc2)c2ccccc2c1=O,21.5,-10.8,1.5,-0.8,-4.3,3.5,-9.6[20 µM],3.7,-1.7
O=C(NC1CCCCC1)C(c1ccc(O)c(O)c1)N(C(=O)Cn1nnc2ccccc21)c1cccc(O)c1 (stereo unspecified),1.4,-5.2,3.7,1.7,6.7,6.0,-9.7,0.3,-5.7
Cc1ccsc1C(=O)OCC(=O)NCCC1=CCCCC1,-0.5,-12.9,6.5,-8.6,-3.3,-0.7,-8.7,-2.8,-2.5
O=C(O)CC1NCCc2ccccc21 (stereo unspecified),6.2,-7.1,12.8,-1.2,4.4,-0.8,-9.4,-5.6,-0.9
COc1c2occc2c(OC)c2c(=O)cc(C(F)(F)C(F)(F)F)oc12,8.8,-9.4,11.3,-4.3,0.9,-2.0,-24.4,-5.1,-4.9
